LDHA block: LDHA (human) enzyme inhibition. activity change, % (values are at about 110 or 230 µM). 0.15% of 480,000 active. AID 1347041. purified LDHA, NADH/diaphorase-resazurin fluorescence; hits give low values; in the data active = activity change below about -30%; inconclusive = mostly about -25% to -30%;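 note: plate controls were DMSO wells for no effect and wells without enzyme for full effect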
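Enzyme activity of human lactate dehydrogenase 5 (2 nM; 0.06 mM NADH, 0.2 mM pyruvate, 5 min, RT) is measured via a resazurin/diaphorase fluorescence readout of residual NADH.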
Starred values were filed as active, the others as inactive; ? = inconclusive. A portion of the library; rates above refer to the full screens.

SMILES	LDHA block
C/C(=N/NC(=S)NC(C)C)c1ccncc1	7
CN(C)c1nc2c(c(=O)n(C)c(=O)n2C)n1CC(=O)c1ccccc1	6
CC1=C(C(=O)OCCc2ccccc2)C(c2cccc(O)c2)C2=C(CCCC2=O)N1 (configuration not stated)	4
Cc1cccc(CN2CCN(C3CN(Cc4cn(Cc5ccc(Cl)cc5)nn4)S(=O)(=O)C3)CC2)c1 (configuration not stated)	4
N#Cc1nc(-c2ccccc2)[nH]c1C#N	-4
Cc1ccccc1-n1nnnc1SCc1nc(N)c2ccccc2n1	-2
Cc1cccc(NC(=O)Nc2c[nH]c(=O)[nH]c2=O)c1	-6
CS(=O)(=O)c1cccc(C(=O)N2CCCN(C(=O)c3ccccc3)CC2)c1	2
Nc1[nH]c(C(=O)c2ccccc2)c(-c2ccc(Br)cc2)c1C(=O)NC1CC1	6
CC(=O)c1ccc(/C=C/c2ccccc2)cc1	-1
Cc1cc(C(=O)CCC(=O)NC2CCCCC2)c(C)s1	-5
Cc1cccc(Nc2nnc(SCC(=O)N3CCOCC3)s2)c1C	-2
CCCc1cc(=O)oc2cc(C)cc(OC(C)C(=O)NCCCO)c12 (configuration not stated)	0
O=C(NCC(c1ccco1)S(=O)(=O)c1ccc(Cl)cc1)c1ccc2c(c1)OCO2 (configuration not stated)	8
C=CCOC(=O)c1c(C)[nH]c(C(=O)OCC)c1C	6
Cc1ccc(Nc2nc(COC(=O)c3ccc4c(c3)C(=O)N(c3ccccc3C)C4=O)cs2)cc1	1
N#Cc1c(N)sc2c1-c1ccccc1CC2	75
O=C(OCC(=O)N1CCCCC1)c1ccc2c(c1)S(=O)(=O)c1ccccc1C2=O	2
Cc1ccc2nc(SCc3nc(-c4cccc(Cl)c4)no3)[nH]c2c1	7
C#CCN1CCN(CCOc2ccc(Cl)cc2)CC1	6
Cc1cnc(NC(=O)CCc2ncc(-c3c(F)cccc3F)o2)s1	-3
CC(C)(C)c1ccc(-c2nnc(SCC(=O)N3CCCC3=O)n2C2CCCC2)cc1	1
O=C(CCc1ccsc1)N1CCCC(C(F)(F)F)C1 (configuration not stated)	4
O=C(O)c1ccccc1NS(=O)(=O)c1cc([N+](=O)[O-])ccc1N/N=C/c1ccsc1	-2
O=C(NCc1ccccc1)C(c1ccccc1)n1c(-c2ccncc2)nc2ccccc21 (configuration not stated)	3
CCN(CC(=O)Nc1cccc(OC)c1)C(=O)Cc1nc(-c2ccccc2)oc1C	-4
Cc1ccc2c(COC(=O)c3cc(S(=O)(=O)N(C)C)ccc3N3CCCCC3)cc(=O)oc2c1	-3
O=C(CSc1nccc(C(F)(F)F)n1)NC1CCCCCCC1	-12
COc1ccc(/C=N/OCc2cccc(Br)c2)cc1OC	11
Cc1ccc(Cn2nc(C)c(NC(=O)Nc3cccc(F)c3)c2C)cc1	5
COc1ccc(NC(=O)N2CCN(S(=O)(=O)c3ccc4c(c3)NC(=O)C(C)O4)CC2)cc1 (configuration not stated)	-10
O=C(OCC(=O)N1CCCC1)c1cn(-c2ccccc2)nc1-c1ccc(F)cc1	5
CCN(CC)S(=O)(=O)c1ccc(Cl)c(NC(=O)CSc2nnc(C3CC3)n2C2CC2)c1	9
Cc1ccc2oc(C(=O)N(C)CCOc3ccc(F)cc3)cc(=O)c2c1	-1
COC(=O)C1=C(C(=O)c2ccc(C)cc2)C(c2cccc(F)c2)n2nnnc2N1 (configuration not stated)	-12
O=C(Nc1ccc(Cl)c(-c2nc3cnccc3o2)c1)c1cc2ccccc2o1	-18
Cn1c(=O)c2c(nc(Cl)n2Cc2ccc(C#N)cc2)n(C)c1=O	-7
COc1ccc(C(NC(=O)c2sc(-c3ccsc3)nc2C)c2nccn2C)cc1 (configuration not stated)	?
COc1ccc2c(c1)c(C(C(=O)O)N1CCN(Cc3ccncc3)CC1)cn2CCC(=O)O (configuration not stated)	1
CCN(Cc1cccc(F)c1)C(=O)C1CCCO1 (configuration not stated)	2
COc1ccc(CCNC(=O)c2cc([C@@H](NC(=O)OC(C)(C)C)C(C)C)sc2N)cc1OC	6
CCOCCn1c(-n2nc(C)cc2C)nc2c1c(=O)n(CCOC)c(=O)n2C	-9
O=C(CC1CCCC1)NCCC(=O)N1CCCC1	1
COc1ccc(-c2nc(-c3nonc3N)no2)cc1OC	-7
CSc1nnc(-c2cc(Br)ccc2NC(C)=O)c(=O)[nH]1	-9
CCCCn1c(CCC(=O)NC(C)c2cc(C)ccc2OC)nc2c1c(=O)[nH]c(=O)n2CCCC (configuration not stated)	-8
O=C(Nc1c(NCC2CCCCC2)c2ccccc2oc1=O)c1ccc2c(c1)OCO2	-2
C=CCn1c(-n2nc(CC)cc2CC)nc2c1c(=O)[nH]c(=O)n2C	-6
O=c1oc2cc(OCc3nn[nH]n3)ccc2cc1-c1ccc(F)cc1	6
CCCC(=O)Oc1ccc2c(=O)c(-c3ccccc3OC)coc2c1	-5
Cc1cc(SCC(=O)N(CCC#N)c2ccc(F)cc2)nc2ccccc12	5
Fc1ccc(CNC(=S)NCCc2ccccc2)cc1	-2
Cc1cc(NC(=O)CCc2ncc(-c3ccccc3Cl)o2)no1	-1
CCOc1ccc(/C=N/N=C/c2ccc(OCC)cc2)cc1	4
CC1C/C(=N\O)C(C)CN1 (configuration not stated)	-3
O=C(O)C/C(=C/c1cccnc1)c1nc2ccccc2s1	-2
CC(=O)c1cccc(C(C)=O)n1	-9
CSc1ccc(/C=N/Nc2c(Cl)cc(Cl)cc2Cl)cc1	6
O=c1[nH]c2sc3c(c2c2nc(-c4ccncc4)nn12)CCCC3	3
CCC(Sc1nnc2c(=O)n(-c3ccc(C)c(C)c3)ccn12)C(=O)Nc1c(C)cccc1C (configuration not stated)	2
Going on with the list.
SMILES	LDHA block
Cc1ccc(C)c(CS(=O)(=O)Cc2nc(C)no2)c1	-1
COCc1cn(CC(=O)c2sc(NC(=O)C(C)(C)C)nc2C)nn1	-2
COC(=O)c1ccc(N2C(c3cc(OC)cc(OC)c3)=Cc3ccc(-c4cnc(OC)nc4)cc3C2CC(=O)C2CC2)cc1 (configuration not stated)	-7
CCOc1ccccc1NC(=O)c1cnc2ccccc2n1	-2
CCCCNC(=O)c1cc(-c2ccc(OCC)cc2)nc2ccccc12	-1
Cc1c(-c2ccccc2)oc2c(C(=O)OC(C)C(=O)Nc3ccccc3)cccc2c1=O (configuration not stated)	-16
Cc1cc(=O)oc2cc(OCC(=O)NCCc3ccc(F)cc3)ccc12	0
CCc1ccc(C(=O)NCc2ccc(N3CCN(C)CC3)nc2)s1	-5
N#Cc1nc(-c2ccc([N+](=O)[O-])cc2)oc1NC1CCCCC1	1
COc1cccc(-c2nc(-c3cc4ccccc4o3)cs2)c1OC	0
Cc1ccc(C)c(NC(=O)CC(C)(C)CC(=O)O)c1	-3
Cc1ccsc1CNC(=O)c1scnc1C	0
CC(C)(C)C(=O)CSc1nnc(COc2ccc(Cl)cc2)n1-c1ccc(Cl)cc1	0
O=C(CCc1ncc(-c2ccc(F)cc2F)o1)N1CCN(S(=O)(=O)c2cccc(Cl)c2)CC1	-9
O=S(=O)(c1ccc(F)cc1)N(Cc1cccnc1)C1CC1	4
O=C(CSC1=NC2(CCCCC2)N=C1c1cccs1)NCc1ccc(Cl)cc1	-11
Cc1ccc2[nH]cc(CCNC(=O)/C=C/c3ccccc3C)c2c1	7
CCCOc1ccc(NC(=O)c2ccccc2)c2cccnc12	1
O=C(OCC(=O)N1CCC(Cc2ccccc2)CC1)c1cc(=O)c2ccccc2o1	-5
O=C(/C=C/c1cccnc1)c1cccc2ccccc12	10
COCCN1C(=O)c2ccccc2NC1c1csc(-c2ccc(Cl)cc2)n1 (configuration not stated)	-11
O=C(CCc1ccccc1)Nc1ccc(Cl)cc1C(F)(F)F	-5
CCc1noc(C(C)N2CCN(c3oc(-c4ccco4)nc3C#N)CC2)n1 (configuration not stated)	-2
CC(C)Cn1nc(C(=O)OCC(=O)Nc2ccccc2F)c2ccccc2c1=O	2

Retrieved one by one from above, five records:
SMILES	LDHA block
O=C(/C=C/c1cccnc1)c1cccc2ccccc12	10
O=C(OCC(=O)N1CCC(Cc2ccccc2)CC1)c1cc(=O)c2ccccc2o1	-5
Cc1ccc2[nH]cc(CCNC(=O)/C=C/c3ccccc3C)c2c1	7
COCCN1C(=O)c2ccccc2NC1c1csc(-c2ccc(Cl)cc2)n1 (configuration not stated)	-11
O=S(=O)(c1ccc(F)cc1)N(Cc1cccnc1)C1CC1	4

Next structures:
SMILES	LDHA block
CCCn1nc(C(=O)Nc2cccc(Cl)c2C)c2ccccc2c1=O	-19
O=C(Nc1ccc2c(c1)CCC2)Nc1nnc(-c2ccncc2)s1	-3
CCOC(=O)c1cc2cc(OC)ccc2n1C1CCN(C)CC1	1
NC(=O)[C@@H]1CCCN1C(C(=O)O)c1cn(CCC(=O)O)c2cc(F)ccc12 (some centres not stated)	7
O=C(OCC(=O)c1c[nH]c2ccccc12)c1ccc([N+](=O)[O-])cc1Cl	3
CCOc1cc2c(cc1NC(=O)CCC(=O)c1ccc(C)cc1)OC(C)C2 (configuration not stated)	-22
Cc1nc(-c2ccccc2)sc1C(C)N (configuration not stated)	3
O=C(Cc1ccc2c(c1)CCC2)Nc1cc(C(F)(F)F)ccc1Cl	0
Cc1cc(C)n2c(NC3CCCC3)c(-c3ccc(F)cc3)nc2n1	-7
CC(C)COc1nc2ccccc2nc1C(C#N)C(=O)NCc1ccccc1 (configuration not stated)	-3
CCCCN(Cc1cc2ccccc2[nH]c1=O)C(=O)c1cc(OC)c(OC)c(OC)c1	-9
CCCOc1nc2ccccc2nc1N1CCC(C(=O)Nc2cc(F)cc(F)c2)CC1	13
O=C(O)CCCCNS(=O)(=O)c1ccccc1	0
COc1ccccc1C(=O)Nc1ccc2oc(-c3ccc(F)cc3)cc(=O)c2c1	1
CCOc1ccc(NC(=O)/C=C/c2cccc3ccccc23)cc1	2
N#Cc1c(-c2cc(Cl)ccc2Cl)csc1N	15
COc1ccc2nc(SCC(=O)Nc3nc(C)c(C)s3)[nH]c2c1	-2
CNC(=O)Cc1ccc(NC(=O)C=C(C)C)cc1	-1
COC(=O)COC(=O)Cn1cc(I)c(=O)c(I)c1	12
Nc1nnnn1Cc1nnc(SCc2c(F)cccc2Cl)n1-c1ccccc1	6
CCCNc1nc(-c2ccc(NC(C)=O)cc2F)cs1	1
O=C(CN1CCN(Cc2ccsc2)CC1)Nc1ccccc1C(=O)NC1CCCC1	6
O=S(=O)(c1ccc(Sc2nnnn2C2CCCC2)nc1)N1CCCC1	-2
Fc1cccc(-c2nc(CSc3ncn[nH]3)co2)c1	-4

Of the compounds above, these have two or more sulfur atoms:
SMILES	LDHA block
Cc1cccc(Nc2nnc(SCC(=O)N3CCOCC3)s2)c1C	-2
O=C(O)c1ccccc1NS(=O)(=O)c1cc([N+](=O)[O-])ccc1N/N=C/c1ccsc1	-2
CCN(CC)S(=O)(=O)c1ccc(Cl)c(NC(=O)CSc2nnc(C3CC3)n2C2CC2)c1	9
COc1ccc(C(NC(=O)c2sc(-c3ccsc3)nc2C)c2nccn2C)cc1 (configuration not stated)	?
Cc1ccsc1CNC(=O)c1scnc1C	0
O=C(CSC1=NC2(CCCCC2)N=C1c1cccs1)NCc1ccc(Cl)cc1	-11
COc1ccc2nc(SCC(=O)Nc3nc(C)c(C)s3)[nH]c2c1	-2
O=S(=O)(c1ccc(Sc2nnnn2C2CCCC2)nc1)N1CCCC1	-2

New compounds follow:
SMILES	LDHA block
CCCCNC(=O)c1ccc(CC)s1	-6
Cc1ccc2c(c1)C/C(=C\c1cccnc1)C2=O	-1
Cc1nc(-c2ccccc2)ccc1C(=O)N1CCS(=O)(=O)c2ccccc21	9
Oc1ccc(O)c(C2C[C@@H]3CC[C@H]2C3)c1 (some centres not stated)	114
CC(C(=O)Nc1sc2c(c1C#N)CCCCC2)n1cnc2c1c(=O)n(C)c(=O)n2C (configuration not stated)	12
COc1ccc(Cc2nc(P(=O)(OC)OC)c(NCc3ccc4c(c3)OCO4)o2)cc1	6
Nc1nc(CN2CCN(C(=O)c3ccc(F)cc3)CC2)nc2ccccc12	-19
COc1ccc2c(C)c(CC(=O)Nc3nnc(C(C)C)s3)c(=O)oc2c1OC	1
O=C(Nc1nc2ccc(OC(F)F)cc2s1)c1ccccc1Cl	-5
O=C(CSC1=Nc2ccccc2CS1)NC1CCCC1	13
COc1ccc(C2Nc3ccccc3C(=O)N2Cc2ccc(Cl)cc2)cc1COc1ccc(NC(C)=O)cc1 (configuration not stated)	4
CNC(=O)CCNC(=O)c1ccccc1-c1ncc(-c2ccc(F)cc2)o1	-6
O=C(NN=C1CCCC1)c1nc(-c2ccccc2)n(-c2ccccc2)n1	-2
CCOc1ccccc1NS(=O)(=O)c1ccc(C(C)C)cc1	-3
Cc1ccc2c(c1)N(C(=O)Cn1c(=O)n(CC(=O)N3CCCCC3)c(=O)c3sccc31)CCO2	-1
Cc1ccccc1NC(=O)Cc1nnc(SCC(=O)c2ccc(C#N)cc2)n1C	2
Cc1c(NC(=O)CN(c2ccc(Cl)cc2)S(C)(=O)=O)c(=O)n(-c2ccccc2)n1C	5
CCOC(=O)C1=C(C)N(CC(C)C)C(=O)NC1c1ccccc1OC(F)F (configuration not stated)	5
COc1ccc(-c2cc(C(=O)N3CCCN(C(C)=O)CC3)c3ccccc3n2)cc1	1
CC(C)Cn1nc(C(=O)OCC(=O)Nc2ccccc2Cl)c2ccccc2c1=O	6
CCCN1C(C(C)=O)=C(OC(=O)CC)c2ccccc2S1(=O)=O	10
O=C(OCc1nnnn1-c1ccccc1)C1(c2cccc(F)c2)CCCC1	0
Cn1c2ccc(Br)cc2c2nnc(SCn3nnc4ccccc43)nc21	3
Cc1c(C(=O)N2CCc3ccccc3C2)nnn1-c1ccc(Br)cc1	1
CC1=C(C(=O)OC(C)(C)C)C(c2cccc(F)c2)C(C#N)=C(N)O1 (configuration not stated)	9
CCc1ccc2nc(/N=C(\N)NC(=O)c3ccccc3N)nc(C)c2c1	14
FC(F)(F)c1cccc(N2CCN(Cc3ncc(-c4ccccc4)o3)CC2)c1	0

High-throughput results from PubChem BioAssay.
